GALR2 antag: GALR2 (human) receptor antagonism; O43603; GALR2-expressing cells, antagonist mode; inhibition, % at 4 µM; 0.39% of 140,000 active; in the data active means inhibition above about 27%;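 further: cells stimulated with galanin 1-16 at roughly its EC80; 0% = agonist challenge control and 100% = basal control without agonist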
Target sequence (O43603 whole entry, looked up): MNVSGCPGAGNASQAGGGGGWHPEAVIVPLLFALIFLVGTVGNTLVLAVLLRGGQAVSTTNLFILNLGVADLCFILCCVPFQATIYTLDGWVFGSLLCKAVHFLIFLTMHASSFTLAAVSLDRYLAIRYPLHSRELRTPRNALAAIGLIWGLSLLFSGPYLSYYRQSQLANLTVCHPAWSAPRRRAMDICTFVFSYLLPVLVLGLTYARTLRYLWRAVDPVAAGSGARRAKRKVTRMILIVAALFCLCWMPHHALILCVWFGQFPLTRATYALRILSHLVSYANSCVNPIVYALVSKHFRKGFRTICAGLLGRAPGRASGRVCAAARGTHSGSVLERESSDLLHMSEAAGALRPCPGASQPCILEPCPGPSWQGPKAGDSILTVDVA
Yeast life ext: extends the lifespan of yeast; S. cerevisiae growth with nicotinamide, OD615; deaD strain in restrictive glucose medium; inhibition of the nicotinamide effect, % at 10 µM; 0.68% of 130,000 active; AID 775;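 active means inhibition above a set limit, placed 3 SD over the median of all compounds, cut at about 26% in these data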;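 further: 0% = nicotinamide-treated wells and 100% = cells grown without nicotinamide; some compounds called inactive have numbers as strong as hits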
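Assay system: engineered S. cerevisiae DeaD replicative-lifespan strain, galactose-grown log-phase cells; medium: restrictive CSMM-D dextrose medium; also added: nicotinamide, 1.5 mM, co-present with compound; schedule: 48 h compound exposure at 30 °C, humidified; detection: absorbance at 615 nm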
Phagocyt inh: macrophage phagocytosis inhibition. J774A.1 macrophage IgG-bead phagocytosis, imaging. inhibition, % at 5 µM. 0.07% of 110,000 active. AID 1029;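 active means inhibition above the mean of the plate negative controls plus 5 SD, cut at about 13% in these data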;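 further: phagocytic index as fraction of beads internalized from green versus red external bead signal; plate controls were DMSO negative control for no effect and cytochalasin-D positive control for full effect; some results beyond the cut were filed as inactive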
HCT116 bCat-KO: beta-catenin-lacking colon tumor cell growth suppression; HCT116 beta-catenin knockout viability, CellTiter-Glo, 60 h; stronger effect = lower value; viability, % at 10 µM; 1.5% of 140,000 active;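 active means viability at or under a set limit, the compound median less 4 SD, cut at about 6% in these data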;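 further: 0% = Hyamine 1622 control at 20 µM and 100% = untreated cell control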
Measles CPE: protection of cells from measles virus; protection (pct of control), % at 4 µM; 1.5% of 140,000 active; Measles virus-infected cells, CPE protection, absorbance; in the data active means protection mostly above about 24%, no sharp cut-off; inactive means mostly below about 26%; further: some compounds called inactive have numbers as strong as hits
MRP-1 activ: activates MRP-1; H69AR cells + doxorubicin, viability rescue, CellTiter-Glo; viability increase, % at 10 µM; 0.61% of 140,000 active;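 active means viability gain under doxorubicin at or above a set limit, the compound median plus 3 SD, cut at about 4.7% in these data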;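 further: MRP-1 overexpressing cells given doxorubicin 25 µM after compound pretreatment; 18-22 h compound pretreatment then 72 h with doxorubicin before readout; 0% = doxorubicin-only wells and 100% = vehicle-treated cells without doxorubicin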
E-sel TNF inh: TNF alpha driven E-selectin expression inhibition; inhibition, % at 2 µM; 0.71% of 120,000 active; HUVEC TNFa-induced E-selectin immunofluorescence, high content;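 active means inhibition above the batch mean plus 3 SD, and confirmed as a hit on visual image review, cut at about 43% in these data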;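 further: 0% = TNF-stimulated DMSO wells and 100% = unstimulated control wells; not every result past the cut was called active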
HCT116 PTEN-null: suppresses growth of cells with PTEN deletion. AID 827. HCT116 PTEN-null viability, CellTiter-Glo, 60 h; stronger effect = lower value. viability, % at 10 µM. 1.2% of 140,000 active;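 active means viability at or below a set limit, 4 SD under the median of all tested compounds, cut at about 3.7% in these data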;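 further: PTEN knockout HCT116 line with beta catenin targeted HCT116 as companion control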
NPY-Y2 antag: NPY-Y2 (human) receptor antagonism; P49146; NPY-Y2 expressing cells, antagonist mode; inhibition, % at 2.7 µM; 0.99% of 140,000 active; AID 793; in the data active means inhibition above about 17%;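 further: 0% = vehicle with agonist challenge and 100% = reference antagonist with challenge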
Target sequence (P49146 whole entry, looked up): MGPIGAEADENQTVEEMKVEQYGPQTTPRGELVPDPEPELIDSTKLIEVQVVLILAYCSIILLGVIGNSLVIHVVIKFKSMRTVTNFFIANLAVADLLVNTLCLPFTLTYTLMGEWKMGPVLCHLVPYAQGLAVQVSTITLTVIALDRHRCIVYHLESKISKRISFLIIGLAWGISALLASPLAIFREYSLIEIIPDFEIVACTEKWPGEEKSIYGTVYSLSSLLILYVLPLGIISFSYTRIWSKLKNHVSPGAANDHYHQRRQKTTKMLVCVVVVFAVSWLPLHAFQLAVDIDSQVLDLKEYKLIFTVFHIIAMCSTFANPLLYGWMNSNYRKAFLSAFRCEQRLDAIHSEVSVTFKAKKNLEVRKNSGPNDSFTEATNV
Yeast growth inh: reduces growth of yeast BB579 in restrictive medium; AID 804; inhibition, % at 10 µM; 0.51% of 140,000 active; S. cerevisiae BB579 growth, OD615, 48 h;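 active means inhibition above a set limit, 3 SD over the mean compound inhibition, cut at about 44% in these data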; further: inactives centre near -24
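System: Saccharomyces cerevisiae DeaD strain BB579, replicative lifespan model yeast | Buffer or medium: Restrictive glucose-based CSMM-D medium | Times: 4 h preincubation and 48 h exposure at 30 °C | Detection: OD615 turbidity measurement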
* = called active by the depositor; x = no result given; & = joins results of further samples.

Values run as follows: GALR2 antag	Yeast life ext	Phagocyt inh	HCT116 bCat-KO	Measles CPE	MRP-1 activ	E-sel TNF inh	HCT116 PTEN-null	NPY-Y2 antag	Yeast growth inh
COc1ccccc1NC1=C(C)C(=O)CC1
→ 0	-3	-2	71	2	-1.0	-1	69	-3	-41
Cc1c(C(=O)N2CCN(c3ccccc3F)CC2)sc2ncn(CC(=O)N3CCOCC3)c(=O)c12
→ -1	-5	1	93	17	-3.2	58	92	3	-1
CN1CCN(C(=O)c2cc(-c3cccc(Cl)c3)on2)CC1
→ 12	-6	-2	88	2	-0.1	x	98	5	-5
O=[n+]1cc(-c2ccccc2)n([O-])c2c1CCCCC2
→ -8	10	-3	100	29	-3.1	x	97	1	-2
O=C(CCn1cccc1)NCc1ccc2c(c1)OCO2
→ -19	-4	-2	91	2	0.1	x	102	-3	-15
Cc1cccc(N(CC(=O)NCc2ccco2)C(=O)CCC(=O)Nc2ccccn2)c1
→ 1	-5	-2	94	7	-4.0	-14	81	1	-30
CCCCCCCCCCSc1n[nH]c(N)n1
→ -10	-7	-6	78	17	-2.0	-3	77	-1	22
CCN(CC)C(=O)CSc1ccccc1N
→ 4	-20	0	87	10	-2.5	-67	72	0	-35
CCOc1ccc(OCC(=O)Nc2ccc(S(=O)(=O)Nc3cc(C)nc(C)n3)cc2)cc1
→ 2	-5	0	104	3	-2.8	-28	101	1	-3
COc1cc2nc(NCCCN3CCN(C)CC3)n3nc(-c4ccccc4)nc3c2cc1OC
→ -9	-4	0	2.2*	5	-5.5	x	1.9*	0	8
Cc1noc(C)c1C(=O)NCCc1ccc(Cl)cc1
→ -10	-8	0	91	6	0.8	-2	94	3	-62
COC(=O)CNC(=O)COc1ccccc1
→ -2	-12	0	94	5	-1.7	15	82	1	-8
O=C1CN(C(=O)OCc2ccccc2)c2ccccc2N1
→ -5	-12	-2	99	9	0.3	16	95	4	-37
COc1cc(OC)c(NC(=S)Nc2cccc(C)c2)cc1Cl
→ -10	-3	-7	91	9	-1.6	x	92	0	-26
Cc1ccc(NC(=S)Nc2ccc3cn[nH]c3c2)cc1
→ 13	20	-5	100	6	-4.1	x	97	2	-2
COC(=O)c1ccc2c(=O)sc(N3CCC(C(N)=O)CC3)nc2c1
→ 7	-15	0	99	13	-1.6	-1	94	1	-31
CC1=C(C(=O)Nc2ccccc2)C(c2ccc(O)cc2)N2C(=O)CSC2=N1 (centres undefined)
→ 5	-6	-1	103	5	-2.3	4	93	-1	26
COc1ccccc1N1C(=O)c2ccccc2NC1c1ccncc1 (centres undefined)
→ -6	-7	0	90	22	-0.9	-17	88	0	-17
COc1ccc(CCNc2nncc(=O)[nH]2)cc1OC
→ -13	-14	-2	89	34	0.1	-24	96	1	2
Cc1csc(NC(=O)Cn2cnnn2)n1
→ 0	-20	0	91	3	-1.4	x	98	-1	-4

An excerpt from above with just HCT116 bCat-KO.
Structure | HCT116 bCat-KO
CC1=C(C(=O)Nc2ccccc2)C(c2ccc(O)cc2)N2C(=O)CSC2=N1 (centres undefined) | 103
COc1ccccc1N1C(=O)c2ccccc2NC1c1ccncc1 (centres undefined) | 90

Next section:
Values run as follows: GALR2 antag	Yeast life ext	Phagocyt inh	HCT116 bCat-KO	Measles CPE	MRP-1 activ	E-sel TNF inh	HCT116 PTEN-null	NPY-Y2 antag	Yeast growth inh
COC(=O)c1c(CCl)noc1C(=O)NC(C)C
→ 17	-6	4	90	0	-4.2	22	95	9	-14
Cc1ccc2c(c1)cc(CN(Cc1ccc3c(c1)OCO3)S(=O)(=O)c1ccccc1)c1nnnn12
→ -21	-7	-1	81	19	0.0	9	99	2	-7
COc1ccc(Cc2nnc(-c3cccc(C)c3)o2)cc1OC
→ 4	-17	x	83	4	0.7	-33	94	4	-35
O=c1[nH]c(NC2CCCCC2)c([N+](=O)[O-])c(=O)[nH]1
→ 8	1	-3	94	28*	3.4	x	104	8	-8
Cc1ccc(CNC(=O)c2ccccc2SCC(=O)NCC2CCCCC2)cc1
→ -8	-1	1	85	26	-0.3	x	77	2	-6
COc1ccc(NC(=O)CN2CCN(CC(=O)Nc3ccccc3Cl)CC2)c(OC)c1
→ -24	-7	0	78	10	-1.1	x	89	2	-62
c1ccc(N2CCN(c3c4c(nc5ncnn35)CCC4)CC2)cc1
→ -1	-8	-1	99	9	1.7	19	90	0	-37
Cc1ccc(N(C(C)C(=O)O)S(=O)(=O)c2c(C)n[nH]c2C)cc1 (centres undefined)
→ -5	-1	-1	100	10	0.6	-6	97	4	-25
CCN(CC)CCCNC(=O)Cn1ncn2cccc2c1=O
→ -17	-4	x	96	3	-0.7	14	101	2	-1
CCc1nnc(NC(=O)CSc2nnc(-c3ccccc3O)n2-c2ccc(C)cc2)s1
→ -2	-14	0	33	2	-2.5	-27	33&28	6	-21
CCN1CCN(c2ccc(NC(=O)c3cccc(OCc4ccccc4)c3)cc2)CC1
→ -5	-9	0	8	13	-5.8	x	3.5*	-2	-6
O=C(CCCCl)Oc1ccc2cc(-c3ccc4ccccc4n3)c(=O)oc2c1
→ 13	1	-9	81	3	0.1	x	79	3	-24
c1ccc(Cn2c(SCCN3CCOCC3)nnc2-c2cccnc2)cc1
→ -1	-17	0	86	5	0.0	-13	86	3	-15
CN(CCc1ccccn1)C(=O)CN(C)S(=O)(=O)c1ccc2c(c1)c(=O)n(C)c(=O)n2C
→ -7	-15	-2	84	2	-1.9	-13	88	1	-18
CC(C)[C@H](NC(=O)OC(C)(C)C)c1nnc(SCc2cccc(F)c2)o1
→ -10	-16	0	73	x	-1.2	-12	75	1	-32
Cc1cc(C)cc(NC(=O)C(OC(=O)C2=COCCO2)c2ccccc2)c1 (centres undefined)
→ 2	-4	-3	69	13	-2.3	20	69	13	-18
CCOC(=O)c1cccc(NC(=O)CCn2nnc3ccccc32)c1
→ 6	-11	-2	96	9	-0.8	-32	99	2	-77
COc1cc(S(=O)(=O)NC2CCCC2)c(OC)cc1Cl
→ 3	-19	0	92	7	-1.5	11	82	1	-1
O=c1/c(=C/c2ccc(O)cc2)sc2n1CCCN=2
→ 1	-5	0	85	1	-5.3	-8	72	0	-14
COc1ccccc1N1CCN(C(=O)c2ccc3nc(-c4ccco4)c(-c4ccco4)nc3c2)CC1
→ 2	x	x	79	9	-1.5	17	77	0	-27
N/C(=N\OC(=O)c1ccc(Cl)cc1Cl)c1ccc(Cl)cc1
→ 1	-25	x	56	6	-2.6	-9	59	0	-19
COc1ccc(CNC(=O)C(c2cccs2)N(C(=O)c2csnn2)C2CC2)cc1 (centres undefined)
→ 15	-5	0	91	15	0.3	10	94	4	1
Cc1ccc(CN(Cc2ccc(C)o2)C(=S)NCC(=O)O)cc1
→ -8	-1	-13	92	25	-0.8	10	94	5	-9
C=CCN1C(C(=O)c2ccccc2)=C(OC(=O)COc2ccccc2)c2ccccc2S1(=O)=O
→ -9	-2	-5	53	2	-2.1	-11	54	1	90*
Cc1nn2c(NCC(C)C)c3c(nc2c1-c1ccccc1)CCC3
→ 0	-19	-5	92	8	-3.2	-22	83	-1	3
CCCCNC(=O)CN(c1ccc(Cl)c(Cl)c1)S(C)(=O)=O
→ -3	-1	-6	90	11	-2.8	-14	88	0	-5
CS(=O)(=O)Nc1ccccc1C(=O)c1ccccc1
→ -8	-2	-4	93	2	-1.1	-36	97	5	-11
Cc1cc(C)n(-c2cc(N3CCN(S(=O)(=O)c4ccc5ccccc5c4)CC3)ccc2[N+](=O)[O-])n1
→ -6	-5	x	73	2	-1.9	38	79	-2	-18
Nn1c(SCC(=O)NCc2ccccc2)nnc1C1CC1
→ 2	-9	0	101	7	1.1	-15	97	0	8
CC(C)/C(=N\NC(=O)Nc1ccccc1)c1ccccc1
→ -3	-18	x	84	20	-2.8	-8	90	3	9
COCc1nnc(NC(=O)CCCCCN2C(=O)c3ccccc3C2=O)s1
→ -8	-7	x	85	2	-0.3	10	98	2	-26
O=C(O)C1C2CCC(O2)C1C(=O)Nc1cccc(F)c1 (centres undefined)
→ 6	-3	-1	87	4	-3.3	4	93	0	-27
Cc1cc(C(=O)NCC(=O)OC(C(=O)Nc2cc(C(F)(F)F)ccc2Cl)c2ccccc2)ccc1[N+](=O)[O-] (centres undefined)
→ 13	-5	-1	110	19	0.9	-13	115	1	-88
CCN(CC)c1ccc(/C=N/Nc2nc3ccccc3[nH]2)cc1
→ 42*	-2	-3	2.8*	17	-5.5	-11	1.6*	1	-28
COc1cc(Cl)cc(C#N)c1OCC(=O)O
→ 1	-11	-3	94	5	-0.3	-4	90	3	-35
CCOC(=O)Cc1csc(NC(=O)c2ccc(Br)s2)n1
→ 13	-8	1	34	15	0.9	-13	42	4	-19
O=C(NC1CCCC1)C1C2C=CC(C2)C1C(=O)N1CCOCC1 (centres undefined)
→ -2	-9	1	103	10	0.5	8	99	2	-29
Nc1ccc(Sc2nnnn2-c2ccccc2)c(Cl)c1
→ 11	1	1	95	33	-0.2	-4	103	5	-48
COc1ccc(C(=O)N2CCOCC2)cc1Br
→ 3	-6	-1	98	19	-3.0	8	102	-1	-17
CCN(CC)S(=O)(=O)c1ccc2c(c1)c(=O)c(C(=O)NCCN(C)CCc1ccccc1)cn2C
→ 10	-3	0	69	24	-1.8	-4	91	6	-71
CCCSc1nnc2n(-c3ccccc3OC)c(=O)c3c4c(sc3n12)CCC4
→ -13	-3	-1	87	13	-2.5	-5	80	9	-45
O=C(Cn1c(S(=O)(=O)Cc2ccccc2)nc2ccccc21)N1CCCCC1
→ 2	-5	0	84	15	-3.6	7	95	-1	7
CC(C)C(NCc1c(Cl)cccc1Cl)C(=O)O (centres undefined)
→ -6	-3	0	89	29	-3.0	19	88	-1	-19
CC(C)CNC(=O)C(=O)N/N=C/c1cccs1
→ 0	-3	x	101	18	0.2	2	93	-1	-27
O=C(NCC1COc2ccccc2O1)C1CCN(S(=O)(=O)c2cccc3nsnc23)CC1 (centres undefined)
→ -5	-22	x	86	3	1.8	x	82	-2	-14
CC(C)CC(c1nnnn1CC1CCCO1)N1CCN(C2CCCC2)CC1 (centres undefined)
→ 20	-5	-2	87	5	-1.2	-30	94	4	-32
Cc1sc(=NC(=O)c2ccco2)n(C)c1-c1ccc(Cl)cc1
→ 9	2	-2	91	1	-0.1	-20	92	6	-12
CCCCn1c(Oc2ccc(C(=O)OC)cc2)nc2c1c(=O)n(C)c(=O)n2C
→ -2	x	-1	89	9	-1.4	-12	89	3	-2
COc1ccc(S(=O)(=O)n2nc(OC(=O)C3CCCCC3)cc2N)cc1
→ 1	-7	3	94	4	0.1	x	94	0	-13
Cc1ccc(OCC(=O)N2CCCc3ccccc32)cc1
→ -10	x	x	90	15	1.8	0	98	-1	-28
Cc1ccc(C)c(OCCOCCN2CC(C)OC(C)C2)c1C (centres undefined)
→ -2	-3	0	76	3	-3.8	x	80	0	-7
COc1cccc2c(=O)n(CC(=O)Nc3ccccc3)ccc12
→ 1	-4	0	93	90*	-2.6	-22	91	4	6
CCc1cc2c(=O)n(CC)c(SC(C)C(=O)Nc3c(C)n(C)n(-c4ccccc4)c3=O)nc2s1 (centres undefined)
→ 0	-3	x	87	1	-4.0	1	89	3	-21
